EP2 mod: modulators of human EP2 prostaglandin E2 receptor | P43116 | 260,000 tested, 0.83% active | EP2-expressing cells, cAMP HTRF FRET, PGE2 co-stimulation | induction, % at 25 µM | AID 940;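 active = compounds whose cAMP rise, as percent of the full-agonist control response, exceeds 60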;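 note: rat C6 glioma line stably carrying human EP2 under a CMV promoter; the protocol text gives 20 µM as final concentration; 100% = response of wells given 1 µM PGE2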
S1P4 agonist: human S1P4 receptor agonism | 220,000 tested, 0.35% active | S1P4-expressing cell line, agonist reporter assay | activation, % at 4.98 µM | AID 1509; in the data active = activation above about 11%;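 note: 0% = DMSO vehicle and 100% = reference agonist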
NPY-Y2 PAM-ag: potentiators or agonists of human neuropeptide Y receptor Y2. P49146. cells expressing NPY-Y2, potentiator/agonist read-out. activation, % at 3.6 µM. 220,000 tested, 0.45% active. AID 1359; in the data active = activation above about 27%;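 note: cells stimulated with NPY near EC25 plus isoproterenol at EC100; 0% = vehicle plus submaximal agonist and 100% = vehicle plus saturating agonist; some results beyond the cut were filed as inactive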
Target sequence (P49146 whole entry, looked up): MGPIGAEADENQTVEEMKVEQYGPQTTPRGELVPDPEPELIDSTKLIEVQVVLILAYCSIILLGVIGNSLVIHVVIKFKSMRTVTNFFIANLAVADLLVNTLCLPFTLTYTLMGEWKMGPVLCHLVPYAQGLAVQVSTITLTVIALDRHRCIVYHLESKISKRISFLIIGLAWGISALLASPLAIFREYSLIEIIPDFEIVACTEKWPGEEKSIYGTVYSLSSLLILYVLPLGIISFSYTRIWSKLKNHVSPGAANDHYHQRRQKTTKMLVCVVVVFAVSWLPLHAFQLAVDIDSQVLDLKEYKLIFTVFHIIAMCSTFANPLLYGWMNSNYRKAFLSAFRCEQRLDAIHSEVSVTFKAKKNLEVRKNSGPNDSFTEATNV
S1P4 antag: blocks the human S1P4 receptor; S1P4-expressing cells, antagonist mode, reporter read-out; AID 1510; 220,000 tested, 0.26% active; inhibition, % at 4.98 µM; O95977; in the data active = inhibition above about 29%;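 note: 0% = wells stimulated with agonist and 100% = vehicle wells without agonist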
CHOP inhibitor: CHOP inhibition in unfolded protein response | CHO-K1 CHOP-promoter luciferase, tunicamycin-induced, 15-18 h | inhibition, % at 10 µM | 220,000 tested, 3.8% active | AID 2732;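 active = compounds that reduced the stress-induced luciferase reporter signal by more than about 70% of percent inhibition, limit read from the data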;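 note: 0% = tunicamycin plus vehicle and 100% = wells without tunicamycin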
NPY Y1 blocker: blocks the human neuropeptide Y Y1 receptor | P25929 | HEK293-CNG Y1 cells, membrane potential fluorescence; NPY at EC95, then isoproterenol | inhibition, % at 3.6 µM | 200,000 tested, 1% active | AID 1040;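 active = inhibition above the campaign mean inhibition of all tested compounds plus 3 SD, cut at about 20% in these data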;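 note: 0% = DMSO wells given NPY plus isoproterenol and 100% = isoproterenol alone without NPY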
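System: HEK293 cells with Y1 receptor plus CNG channel / Probe or stimulus: NPY 25 nM then isoproterenol 1 µM plus Ro 20-1724 25 µM / Compound: one concentration, 3.6 µM, in 0.4% DMSO / Schedule: compound incubation 1 h at room temperature, readout 45 min post-stimulation / Measured by: membrane potential fluorescence / Read-out: % inhibition of NPY effect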
NPY-Y1 PAM-ag: human NPY-Y1 potentiation or agonism, primary screen; AID 1304; activation, % at 3.6 µM; NPY-Y1 expressing cells, potentiator/agonist activation; 220,000 tested, 0.37% active; P25929; in the data active = activation above about 33%, passing the limit was not always enough;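 note: cells stimulated with NPY at EC10 then isoproterenol at EC100; 0% = low agonist plus stimulus and 100% = saturating agonist plus stimulus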
zfTRPN1 agonist: zebrafish TRPN1 (NompC) channel agonism. AID 1424. activation, % at 3 µM. 220,000 tested, 0.18% active. HEK293 zebrafish TRPN1-YFP, Fluo-8 calcium fluorescence; 100% = response to 87 µM carbachol;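 active = activation above its plate's cutoff, the mean activation of test wells on that plate plus 3 SD, cut at about 19% in these data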;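 note: 0% = DMSO alone and 100% = 87 µM carbachol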
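Material: zebrafish TRPN1-YFP in HEK293 cells. Doses: one dose of 3 µM, 0.3% DMSO. Incubation: dye 1 h 37 °C plus 30 min RT. Measured by: intracellular calcium fluorescence with Fluo-8.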
TRPML3 ag: agonists of human TRPML3 channel. AID 1448. 220,000 tested, 0.29% active. activation, % at 3 µM. HEK293 TRPML3-YFP, Fluo-8 calcium fluorescence; 100% = the carbachol control signal. Q8TDD5;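 active = activation above its plate's cutoff, the mean activation of the plate's test wells plus 3 SD, cut at about 12% in these data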;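 note: 0% = DMSO only wells and 100% = carbachol wells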
Target sequence (Q8TDD5 whole entry, looked up): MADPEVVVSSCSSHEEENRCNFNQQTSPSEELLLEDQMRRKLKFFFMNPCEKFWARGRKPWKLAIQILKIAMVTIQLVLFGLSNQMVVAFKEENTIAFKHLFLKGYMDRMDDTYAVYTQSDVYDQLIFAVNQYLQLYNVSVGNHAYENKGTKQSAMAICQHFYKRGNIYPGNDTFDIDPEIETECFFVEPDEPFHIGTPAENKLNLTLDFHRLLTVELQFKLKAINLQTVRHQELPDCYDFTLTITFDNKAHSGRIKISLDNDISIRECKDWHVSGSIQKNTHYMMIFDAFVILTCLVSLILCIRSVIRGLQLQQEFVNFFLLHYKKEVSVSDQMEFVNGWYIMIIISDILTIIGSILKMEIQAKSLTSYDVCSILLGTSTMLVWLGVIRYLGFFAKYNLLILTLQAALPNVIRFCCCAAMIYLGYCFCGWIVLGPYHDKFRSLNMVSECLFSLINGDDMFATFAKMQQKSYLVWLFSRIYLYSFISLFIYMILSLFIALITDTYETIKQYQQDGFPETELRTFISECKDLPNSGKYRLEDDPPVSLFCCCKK
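Test system: HEK293 cells stably carrying human TRPML3-YFP; Doses: single dose, 3 µM final nominal compound, 0.3% DMSO final; Schedule: dye loading 1 h 37 °C then 30 min ambient, 125 s read; Technique: Fluo-8 calcium fluorescence; Benchmarks: high control carbachol 87 µM, low control DMSO.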
Starred values were filed as active, the others as inactive; . = not tested or not shown; & = joins results of further samples.

SMILES	EP2 mod	S1P4 agonist	NPY-Y2 PAM-ag	S1P4 antag	CHOP inhibitor	NPY Y1 blocker	NPY-Y1 PAM-ag	zfTRPN1 agonist	TRPML3 ag
C=CCn1c(C)nnc1SCC(=O)N1CCN(S(=O)(=O)c2ccccc2)CC1	12	-0.4	-4	1	19	.	-15	1.0	0.6
Cc1nc2c(-c3ccc(F)cc3)c(C)nn2c(C)c1CCC(=O)N1CCOCC1	1	1.0	17	1	33	4	9	0.7	1.2
O=c1ccc(/C=C/c2ccccc2)nn1Cc1ccccc1	-29	-3.0	-13	-13	35	8	-31	-0.8	-1.0
COCCNC(=S)Nc1ccc2nc(N3CCCC3)cc(C)c2c1	-26	-0.2	-8	-13	39	1	-5	0.9	0.6
CC(=O)Oc1cccc(C(=O)Nc2c[nH]c(=O)[nH]c2=O)c1	13	0.9	2	6	39	3	7	0.1	0.0
CS(=O)(=O)c1ccc(Cl)c(NC(=O)Cc2ccccc2F)c1	7	-0.8	-17	-7	13	-4	6	0.8	0.8
Cc1nc(Cl)c2c(n1)NC1=C(O2)C(=O)CCC1	-39	14*	-1	-3	22	-1	1	1.8	0.9
CCOc1cc(N2CCOCC2)c(OCC)cc1NC(=O)COc1ccc2ccc(=O)oc2c1	-48	0.4	11	-29	-67	7	-11	1.6	0.5
CC12CCC(C(=O)N3CCN(C(c4ccccc4)c4ccccc4)CC3)(OC1=O)C2(C)C (stereo not given)	9	3.1	-23	-13	38	10	13	-0.2	1.3
COc1ccccc1NC(=O)CCSc1nc(C)cc(C)n1	-11	-0.1	3	10	0	2	1	1.0	0.4
CCOC(=O)NS(=O)(=O)c1ccc(CCNC(=O)c2cc(C)on2)cc1	22	1.1	7	-7	17	-5	9	1.2	1.3
Cc1ccc(O)c(CNc2cccc3cccnc23)c1	19&27	0.3	9	-11	56	-7	16	-1.9	0.8
Cn1c(N)c(-c2nc3cccnc3n2C)sc1=S	12	0.3	-9	3	12	10	3	1.1	0.8
Cc1cccc(C2C3=C(CCCC3=O)N=C3c4ccccc4C(=O)C32)c1 (stereo not given)	-16	1.3	20	-54	19	.	4	-4.2	-1.9
Cc1cccc(C)c1OCC(O)CN1CCN(c2ccccc2)CC1 (stereo not given)	-20	-0.1	-23	17	35	-2	-11	-1.4	0.2
CN(C(=O)c1ccccc1Cl)C1CCCCC1	-7	3.0	6	-4	-8	6	31	-1.9	-0.2
O=S(=O)(Nc1ccccn1)c1ccc(Cl)c2ccccc12	-9	-0.3	12	10	19	2	9	1.1	0.1
CCOC(=O)C1=C(C)N=C2SC=C(C)N2C1c1ccc(OC)cc1 (stereo not given)	16&28	1.2	-7	-18	-9	12	4	-0.5	0.4
O=C(C1CCN(c2ncnc3c2sc2cccc(F)c23)CC1)N1CCOCC1	-5	0.5	0	-13	28	2	5	1.4	-0.4
O=C(COc1cccnc1[N+](=O)[O-])Nc1cccc(S(=O)(=O)N2CCOCC2)c1	-32	2.4	-10	4	15	-2	1	0.2	1.3
CC(=O)c1ccc(S(=O)(=O)N2CCN(CC#N)CC2)cc1	16	-0.2	7	-3	3	.	12	1.4	-0.3
C=CCn1c(SCC(=O)c2ccccc2)nnc1-c1ccc2c(c1)OCO2	-35	-0.3	-13	9	12	1	-23	1.8	0.9
CC1CCN(CC(=O)Nc2ccc(S(=O)(=O)NC3CC3)cc2)CC1	3&-28	0.6	11	6	8	.	1	2.0	0.4
CC(C)CNC(=O)c1cnn2c(C(F)(F)F)cc(C(F)(F)F)nc12	14	1.2	7	4	-4	.	-10	0.3	1.2
NNC(=O)CSCc1ccc(Cl)cc1Cl	-3	1.1	-18	-6	10	2	-40	0.0	0.3
CCCCOn1c(C)c(C(=O)OCC)c2c3no[n+]([O-])c3ccc21	42	1.8	-7	-15	18	5	-16	1.2	-0.2
O=C(CN1CCN(c2ccc(F)cc2)CC1)Nc1nnc(-c2ccccc2)s1	17	-0.4	14	-18	4	1	19	0.9	0.7
COc1ccc(C2C(C#N)=C(N)Oc3c2oc(CO)cc3=O)cc1 (stereo not given)	-3	1.6	9	-16	2	-3	22	-0.5	0.3
COc1ccc(CCNC(=O)CCS(=O)(=O)c2ccc3c(c2)CCN3C(C)=O)cc1OC	-28	-0.3	-6	0	-9	0	-4	2.2	-0.1
CN(C)S(=O)(=O)c1cccc(NC(=S)N/N=C/c2ccc(O)c(O)c2O)c1	-34	0.3	-6	-21	24	.	-1	-0.7	0.0
COc1cc(/C=N/NC(=O)c2ccncc2)ccc1Oc1ccc([N+](=O)[O-])cn1	-36	0.3	1	-6	24	3	-9	1.5	1.0
NC(=O)C1CCN(C(=O)CCSc2ccc(Cl)cc2)CC1	-6	0.2	-3	-6	2	3	19	0.7	0.4
CC(C)c1cc(C(F)(F)F)n2nc(C(=O)O)cc2n1	-2&17	1.4	-17	-15	29	1	7	0.2	1.2
O=C(c1ccco1)N1CCN(c2ncnc3scc(-c4ccc(F)cc4)c23)CC1	14	-1.4	13	-4	-4	15	-5	-1.6	-1.4
CN(C)c1ccc(/C=N\S(=O)(=O)c2ccccc2)cc1	4	0.6	2	-6	-4	13	-37	1.9	0.4
CN(C)S(=O)(=O)c1ccc(C(=O)N2CCN=C2SCc2ccccc2)cc1	-25	-1.3	2	-13	4	2	-4	0.2	1.2
Cc1onc(-c2c(Cl)cccc2Cl)c1NC(=O)NNc1ccccc1	-11	0.2	1	11	5	.	-10	2.6	0.9
N#C/C(=C\c1cn(-c2ccccc2)nc1-c1cc2ccccc2o1)c1nc2ccccc2[nH]1	4	0.8	3	-16	5	-1	-4	0.0	0.9
Cc1ccc(S(=O)(=O)O/N=C2/CCCc3occc32)cc1	7	1.3	8	-8	11	2	2	1.1	0.3
C=CCN1C(=O)C(C)S/C1=N\S(=O)(=O)c1ccc(Cl)cc1 (stereo not given)	13	0.9	0	-3	47	1	-6	-3.1	0.1

Some of these compounds in order of molecular weight, ascending:
SMILES	EP2 mod	S1P4 agonist	NPY-Y2 PAM-ag	S1P4 antag	CHOP inhibitor	NPY Y1 blocker	NPY-Y1 PAM-ag	zfTRPN1 agonist	TRPML3 ag
NNC(=O)CSCc1ccc(Cl)cc1Cl	-3	1.1	-18	-6	10	2	-40	0.0	0.3
CC(=O)c1ccc(S(=O)(=O)N2CCN(CC#N)CC2)cc1	16	-0.2	7	-3	3	.	12	1.4	-0.3
COc1ccc(C2C(C#N)=C(N)Oc3c2oc(CO)cc3=O)cc1 (stereo not given)	-3	1.6	9	-16	2	-3	22	-0.5	0.3
NC(=O)C1CCN(C(=O)CCSc2ccc(Cl)cc2)CC1	-6	0.2	-3	-6	2	3	19	0.7	0.4
Cc1onc(-c2c(Cl)cccc2Cl)c1NC(=O)NNc1ccccc1	-11	0.2	1	11	5	.	-10	2.6	0.9
C=CCn1c(SCC(=O)c2ccccc2)nnc1-c1ccc2c(c1)OCO2	-35	-0.3	-13	9	12	1	-23	1.8	0.9
COc1cc(/C=N/NC(=O)c2ccncc2)ccc1Oc1ccc([N+](=O)[O-])cn1	-36	0.3	1	-6	24	3	-9	1.5	1.0
O=C(CN1CCN(c2ccc(F)cc2)CC1)Nc1nnc(-c2ccccc2)s1	17	-0.4	14	-18	4	1	19	0.9	0.7
CN(C)S(=O)(=O)c1ccc(C(=O)N2CCN=C2SCc2ccccc2)cc1	-25	-1.3	2	-13	4	2	-4	0.2	1.2
O=C(c1ccco1)N1CCN(c2ncnc3scc(-c4ccc(F)cc4)c23)CC1	14	-1.4	13	-4	-4	15	-5	-1.6	-1.4
CN(C)S(=O)(=O)c1cccc(NC(=S)N/N=C/c2ccc(O)c(O)c2O)c1	-34	0.3	-6	-21	24	.	-1	-0.7	0.0
COc1ccc(CCNC(=O)CCS(=O)(=O)c2ccc3c(c2)CCN3C(C)=O)cc1OC	-28	-0.3	-6	0	-9	0	-4	2.2	-0.1

Other compounds follow:
SMILES	EP2 mod	S1P4 agonist	NPY-Y2 PAM-ag	S1P4 antag	CHOP inhibitor	NPY Y1 blocker	NPY-Y1 PAM-ag	zfTRPN1 agonist	TRPML3 ag
O=C(CSc1nc2ccccc2s1)Nc1cc(C(=O)O)cc(C(=O)O)c1	29	0.4	9	-12	-17	7	18	-0.1	0.0
Cc1ccc(S(=O)(=O)NCCCn2ccnc2)cc1	-54	0.6	0	-9	-28	-6	-24	0.8	0.1
CCCCOc1ccc(-c2nc(=S)[nH][nH]2)cc1	12	-1.8	3	-21	-17	4	19	-0.3	-0.5
Cc1sccc1C1C(C#N)=C(N)SC(N)=C1C#N	48	0.9	-13	-9	12	4	-2	3.2	1.0
Nc1nc(CSc2ncccn2)nc(Nc2ccccc2)n1	8	-1.4	10	4	0	0	3	0.3	0.1
O=C(CN1CCN(S(=O)(=O)c2ccc(Br)cc2)CC1)N/N=C/c1ccc(Br)s1	-51	-0.8	16	7	42	3	18	-1.6	0.4
Cc1cc(C)cc(N(CC(=O)Nc2ccccc2-c2ccccc2)S(=O)(=O)c2ccccc2)c1	39	0.0	4	-29	22	1	-25	0.3	0.4
O=C(NCCCN1CCN(c2ccccc2F)CC1)C1CC(=O)N(C2CCCC2)C1 (stereo not given)	28	0.8	-18	-3	-4	8	-6	-0.5	0.2
CCC(=O)NC(=S)Nc1ccc(NC(=O)c2cc3ccccc3o2)c(OC)c1	15	1.5	-12	-4	38	5	-4	0.9	-0.4
CCN(CC)S(=O)(=O)c1ccc(C)c(NC(=O)CSc2ncc(C(F)(F)F)cc2Cl)c1	6	1.6	-2	-6	2	6	-20	-0.2	0.4
Clc1ccc(SCCCCn2cncn2)cc1	-11	-2.6	8	-6	-1	-7	6	-0.5	0.0
CC1(C)Cc2ccccc2C2=C(C(=O)N3CCCCCC3)C(=O)C(=O)N21	35	0.9	1	-1	-3	2	14	0.0	1.2
O=C1Nc2ccccc2/C1=N\c1sc2c(c1C(=O)Nc1ccccc1)CCCC2	-16	-4.9	-17	-1	29	-2	9	-0.6	-0.2
Cc1cccc(Cl)c1NC(=S)NN	-23	1.6	3	2	-12	.	-19	-0.6	-0.7
COCCn1c(C)cc(C2=NNC(=NC(C)(C)C)SC2)c1C	2	1.1	-1	-33	15	-2	0	0.3	0.2

In another format: entries from further up.
> O=C(CN1CCN(S(=O)(=O)c2ccc(Br)cc2)CC1)N/N=C/c1ccc(Br)s1
  EP2 mod = -51 | S1P4 agonist = -0.8 | NPY-Y2 PAM-ag = 16 | S1P4 antag = 7 | CHOP inhibitor = 42 | NPY Y1 blocker = 3 | NPY-Y1 PAM-ag = 18 | zfTRPN1 agonist = -1.6 | TRPML3 ag = 0.4

> O=C(NCCCN1CCN(c2ccccc2F)CC1)C1CC(=O)N(C2CCCC2)C1 (stereo not given)
  EP2 mod = 28 | S1P4 agonist = 0.8 | NPY-Y2 PAM-ag = -18 | S1P4 antag = -3 | CHOP inhibitor = -4 | NPY Y1 blocker = 8 | NPY-Y1 PAM-ag = -6 | zfTRPN1 agonist = -0.5 | TRPML3 ag = 0.2

Screening results from PubChem.

Not a hit list. Share with any hit: about 6.5%.
